Screening data: PubChem, National Center for Advancing Translational Sciences (NCATS)
N370S GC mod = inhibitors or activators of N370S glucocerebrosidase for Gaucher disease; AID 2101; 330,000 compounds, 0.092% hits; Potency, µM (top dose mostly 59.4 µM), for inactives: at the highest dose activity change, negative = inhibition, hits mostly inhibitors; N370S GC spleen homogenate, 4MU-glucoside fluorescence; P04062;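 note: 0% = full enzyme activity and -100% = no enzyme basal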
KAT2A inh = blocks human GCN5L2 histone acetyltransferase | Q92830 | GCN5L2 HAT assay, ThioGlo1 CoA-SH fluorescence | Potency, µM (highest dose often 58.9 µM), for inactives: top-dose activity change, negative = inhibition, actives largely listed as inhibitors | 390,000 compounds, 0.21% hits
Target sequence (Q92830 whole entry, looked up): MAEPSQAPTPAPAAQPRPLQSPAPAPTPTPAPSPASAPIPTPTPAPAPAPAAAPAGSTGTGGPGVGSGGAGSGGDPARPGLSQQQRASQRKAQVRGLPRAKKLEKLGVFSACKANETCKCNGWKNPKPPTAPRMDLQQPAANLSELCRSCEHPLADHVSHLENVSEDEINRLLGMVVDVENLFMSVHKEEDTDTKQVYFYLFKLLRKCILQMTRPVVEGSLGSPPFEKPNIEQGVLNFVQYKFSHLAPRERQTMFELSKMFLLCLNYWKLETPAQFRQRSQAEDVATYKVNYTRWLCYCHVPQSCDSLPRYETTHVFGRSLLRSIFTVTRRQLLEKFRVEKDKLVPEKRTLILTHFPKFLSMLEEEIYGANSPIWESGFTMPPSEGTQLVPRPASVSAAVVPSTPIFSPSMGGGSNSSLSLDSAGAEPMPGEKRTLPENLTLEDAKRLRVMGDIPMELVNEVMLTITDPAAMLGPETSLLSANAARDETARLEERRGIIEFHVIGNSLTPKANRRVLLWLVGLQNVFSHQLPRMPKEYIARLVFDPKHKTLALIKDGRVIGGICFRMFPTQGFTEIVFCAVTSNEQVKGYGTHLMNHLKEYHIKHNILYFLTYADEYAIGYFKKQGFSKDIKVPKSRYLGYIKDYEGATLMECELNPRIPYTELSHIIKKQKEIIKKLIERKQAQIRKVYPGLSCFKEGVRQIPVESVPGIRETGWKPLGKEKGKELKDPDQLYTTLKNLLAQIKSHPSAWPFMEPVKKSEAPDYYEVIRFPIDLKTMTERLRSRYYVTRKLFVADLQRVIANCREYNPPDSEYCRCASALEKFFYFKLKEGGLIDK
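Preincubate 20nM GCN5L2 with compound 15 min, RT → add 50uM ThioGlo1 + 75uM H3(1-25) + 70uM acetyl-CoA → read fluorescence 0 and 20 min. Primary qHTS; fluorescent artifacts likely.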
FEN1 inh = inhibitors of human flap endonuclease 1. 390,000 compounds, 0.35% hits. Recombinant FEN1 flap cleavage, fluorescence, 15 min. AID 588795. P39748. Potency, µM (doses to about 114 µM), for the others: top-dose activity change, negative = inhibition, usual class: inhibitors; note: nearly all actives have a fitted effect of over 65% in size
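With each library titrated from low to high concentration, compounds met 10 nM FEN1 for 15 min at room temperature before 50 nM substrate was added; readings at 0 and 15 min fed four-parameter Hill curve fits.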
Numbers without * were called inactive; ? = inconclusive; / = not tested or not shown; & = joins results of further samples; [ ] = dose if it differs, or a comment. Calls come from the whole dose curve; as a rule, active = well fitted curve in the direction sought with a large enough effect; inconclusive = small, poorly fitted or top-dose-only effect, or another doubt; inactive = no such curve, though single readings can be large; an effect the other way counts as inactive or inconclusive. Unless noted, % is set by controls: 0 for no effect and ±100 for the full control effect; potency is the fitted concentration of half-maximal effect.

SMILES	N370S GC mod	KAT2A inh	FEN1 inh
CCC(=O)c1ccc(OCC(=O)OCC(=O)NCCC2=CCCCC2)cc1	-1%	1%	-3%
COc1cc(C(=O)NCCSc2ccc(F)cc2)cc(OC)c1OC	-4%	-1%	-18%
O=C(/C=C/c1ccccc1)N1CCN(Cc2cc(=O)n3nc(-c4ccccc4)sc3n2)CC1	/	4%	-4%
O=C(Nc1ccc2c(c1)OCO2)C1CC1(Cl)Cl (stereo not drawn)	/	-3%	-1%
CCOC(=O)C1=C(CSc2nc(CC)c(C)cc2C#N)OC(N)=C(C#N)C1c1ccc(OC)cc1 (stereo not drawn)	16%	-19%	?
CC1SCC(=O)N(CC(=O)Nc2ccc3c(c2)OCCO3)C1=O (stereo not drawn)	2%	-1%	-1%
COC(=O)C1(S(=O)(=O)c2ccc(C)cc2)CCOCC1	5%	?	-2%
CC(=O)C1=C(C)NC(=O)NC1/C=C/c1ccccc1 (stereo not drawn)	1%	-13%	19%
CCOc1ccc(NC(=O)CCN2C(=O)c3ccccc3C2=O)cc1	-3%	-2%	-14%
C[C@H](NC(=O)[C@@H]1CSC2c3ccccc3C(=O)N21)C(=O)NC1CCCCC1 (stereo partly drawn)	-9%	-11%	20%
COc1ccc2c3c([nH]c2c1)C(C)N(C(C)=O)CC3 (stereo not drawn)	2%	-13%	18%
CC[C@H](C)Cc1cn([C@@H](CCCN=C(N)N)C(=O)NCCCCCCCCCCC(=O)N2CCNCC2)nn1	?	1%	11%
CC1(C)c2ssc(=S)c2-c2ccccc2N1C(=O)c1ccco1	7%	1%	-1%
Cc1sc2nc(CN3CCOCC3)nc(NS(=O)(=O)c3cc(Cl)ccc3Cl)c2c1C	/	-3%	-8%
COCCN(C(=O)COC(=O)/C=C/c1ccc2ccccc2n1)c1c(N)n(Cc2ccccc2)c(=O)[nH]c1=O	-2%	-1%	1%
CCn1c(C)c(CCC(=O)O)c(=O)n2nc(-c3ccccc3OC)cc12	3%	-17%	27%
CCOC(=O)CC1C(=O)NCCN1C(=O)Nc1ccccc1 (stereo not drawn)	3%	-25%	13%
COC(=O)c1cc2sc(Cl)cc2n1CC(=O)Nc1cccc(SC)c1	0%	-1%	0%
CC(C)(C)c1cc(Cc2ccccc2)[nH]n1	5%	-8%	-20%
O=S(=O)(c1ccccc1)N1CN(Cc2ccc(F)cc2)c2nc3ccccc3nc21	27%	-9%	2%
N/C(=N\OC(=O)COc1ccccc1Cl)c1ccccn1	10%	-1%	-9%
COC(=O)C1(O)CC(CC(C)C)=NN1C(=O)c1ccccc1 (stereo not drawn)	-1%	-9%	-10%
O=C(Cn1cc(S(=O)(=O)Cc2ccc(F)cc2)c2ccccc21)NCCc1ccccc1	/	-8%	2%
Cc1cc(Nc2ccc3c(c2)OCCO3)c2cccc(C)c2n1	-11%	-1%	?
COCCNC(=O)/C(C#N)=C/c1cc(C(C)C)c(OC)cc1C	5%	-7%	-3%
Cc1cccc(OCC(=O)NC(=S)Nc2ccc(S(=O)(=O)NC3CCCCC3)cc2)c1	1%	0%	2%
Cc1ccccc1CN1CCN(CCCc2ccccc2)C(CCO)C1 (stereo not drawn)	-10%	-3%	0%
Cc1cccc(C)c1NC(=O)Cn1c(=O)cc(C)c2c(C)nn(-c3cccc(Cl)c3C)c21	/	3%	19%
COc1ccccc1NC(=O)CN1C(=O)CCSc2ccccc21	/	1%	-1%
CCOc1ccc(N2C(=O)CC(N3CCN(c4ccccc4OC)CC3)C2=O)cc1 (stereo not drawn)	-4%	-28%	20%

Part of the list above, as a markdown table.
| SMILES | N370S GC mod | KAT2A inh | FEN1 inh |
| --- | --- | --- | --- |
| COC(=O)C1(S(=O)(=O)c2ccc(C)cc2)CCOCC1 | 5% | ? | -2% |
| CC(=O)C1=C(C)NC(=O)NC1/C=C/c1ccccc1 (stereo not drawn) | 1% | -13% | 19% |
| CCOc1ccc(NC(=O)CCN2C(=O)c3ccccc3C2=O)cc1 | -3% | -2% | -14% |
| C[C@H](NC(=O)[C@@H]1CSC2c3ccccc3C(=O)N21)C(=O)NC1CCCCC1 (stereo partly drawn) | -9% | -11% | 20% |
| COc1ccc2c3c([nH]c2c1)C(C)N(C(C)=O)CC3 (stereo not drawn) | 2% | -13% | 18% |
| CC[C@H](C)Cc1cn([C@@H](CCCN=C(N)N)C(=O)NCCCCCCCCCCC(=O)N2CCNCC2)nn1 | ? | 1% | 11% |
| CC1(C)c2ssc(=S)c2-c2ccccc2N1C(=O)c1ccco1 | 7% | 1% | -1% |
| Cc1sc2nc(CN3CCOCC3)nc(NS(=O)(=O)c3cc(Cl)ccc3Cl)c2c1C | / | -3% | -8% |
| COCCN(C(=O)COC(=O)/C=C/c1ccc2ccccc2n1)c1c(N)n(Cc2ccccc2)c(=O)[nH]c1=O | -2% | -1% | 1% |
| CCn1c(C)c(CCC(=O)O)c(=O)n2nc(-c3ccccc3OC)cc12 | 3% | -17% | 27% |
| CCOC(=O)CC1C(=O)NCCN1C(=O)Nc1ccccc1 (stereo not drawn) | 3% | -25% | 13% |
| COC(=O)c1cc2sc(Cl)cc2n1CC(=O)Nc1cccc(SC)c1 | 0% | -1% | 0% |
| CC(C)(C)c1cc(Cc2ccccc2)[nH]n1 | 5% | -8% | -20% |
| O=S(=O)(c1ccccc1)N1CN(Cc2ccc(F)cc2)c2nc3ccccc3nc21 | 27% | -9% | 2% |
| N/C(=N\OC(=O)COc1ccccc1Cl)c1ccccn1 | 10% | -1% | -9% |
| COC(=O)C1(O)CC(CC(C)C)=NN1C(=O)c1ccccc1 (stereo not drawn) | -1% | -9% | -10% |
| O=C(Cn1cc(S(=O)(=O)Cc2ccc(F)cc2)c2ccccc21)NCCc1ccccc1 | / | -8% | 2% |
| Cc1cc(Nc2ccc3c(c2)OCCO3)c2cccc(C)c2n1 | -11% | -1% | ? |
| COCCNC(=O)/C(C#N)=C/c1cc(C(C)C)c(OC)cc1C | 5% | -7% | -3% |
| Cc1cccc(OCC(=O)NC(=S)Nc2ccc(S(=O)(=O)NC3CCCCC3)cc2)c1 | 1% | 0% | 2% |
| Cc1ccccc1CN1CCN(CCCc2ccccc2)C(CCO)C1 (stereo not drawn) | -10% | -3% | 0% |

(next part)
SMILES	N370S GC mod	KAT2A inh	FEN1 inh
Cc1cccc(NC(=O)CSc2ncnc3sc(C)c(C)c23)n1	4%	-16%	-13%
CCOC(=O)NC(=O)/C(C#N)=N\Nc1ccc(Cl)cc1	12%	-12%	-4%
CCOC(=O)COc1nc(C)cc(C(F)(F)F)c1C#N	?	-19%	-2%
CCOc1cccc(OCCOCCOc2ccccc2C(C)=O)c1	3%	-5%	-12%
CCn1c(C)nc2cc(C(=O)NNC(=O)[C@@H](NC(=O)c3cc(OC)cc(OC)c3)C(C)C)ccc21	/	2%	-1%
Cc1ccc(NC(=O)Cc2ccsc2)cc1S(=O)(=O)N1CCOCC1	/	-2%	2%
Cc1cc(C(=O)COC(=O)CC(NC(N)=O)c2ccc(Cl)cc2)c(C)n1C (stereo not drawn)	/	-4%	-2%
COCCn1c(SCC(=O)Nc2cccc(OC)c2)nc2c(oc3ccccc32)c1=O	?	-4%	19%
COc1ccc(C(=O)Nc2nncs2)c(OC)c1	0%	-10%	-9%
COc1cc(C2NC(=O)NC(C)=C2C(=O)OC2CCCCC2)cc(Cl)c1O (stereo not drawn)	-6%	-6%	11%
O=[N+]([O-])c1ccc(S(=O)(=O)NNC(=S)NCCc2ccccc2)cc1	1%	-18%	17%
CCOc1ccc(C(=O)CCC(=O)N2CCN(c3ncccn3)CC2)cc1	-9%	5%	3%
COc1cccc(/C=N/NC(=O)C(C)Cn2cnc3ccccc32)c1 (stereo not drawn)	-2%	-2%	-15%
CCCCCCCCC(=O)NCc1cc(OC)c(O)cc1I	?	-19%	/
CCc1ccc(CNCc2c(C(=O)O)n(Cc3ccc(C)cc3)c3cc(C)ccc23)cc1	/	-9%	-1%
COc1ccccc1CNC(=O)CCc1c(C)c2cc3c(C)coc3cc2oc1=O	/	-4%	0%
COc1ccc(C(=O)N2CCN(C)C(=O)[C@@H]2C)cc1OC1CCN(C(C)C)CC1	-6%	-4%	-1%
Cn1c(NC(=O)CCC2CCCCC2)cc(=O)n(C)c1=O	-21%	-6%	-13%
Cc1ccc(NC(=O)/C=C\C(=O)N(c2ccc(C(C)C)cc2)C(C(=O)NCc2ccco2)c2ccc(F)cc2)cc1 (stereo not drawn)	/	-9%	-24%
Cc1noc(C)c1CSc1ncnc2sc3c(c12)CCC3	3%	-3%	/
COc1ccc(Cc2nnc(NC(=O)C3CC(=O)N(c4ccc(OC)cc4)C3)s2)cc1 (stereo not drawn)	2%	-5%	2%
O=C(C(=O)N1CCCC1)c1c(-c2ccccc2)[nH]c2ccccc12	2%	-15%	-4%
COC(=O)CCC(=O)NNC(=O)c1ccc(Br)cc1	?	-13%	-5%
CNC(=O)C1=C(C)NC(=S)NC1c1cccs1 (stereo not drawn)	8%	-1%	5%
Cc1cccc(NC(=S)NCc2ccc(F)cc2)c1	13%	-6%	-3%
O=c1[nH]c(NC2CCN(S(=O)(=O)c3ccccc3C(F)(F)F)CC2)nc2c1CCCC2	-4%	-2%	1%
COc1ccccc1N1CCN(Cc2cnc3ccc(Cl)cn23)CC1	-5%	-2%	-2%
CCn1c2ccccc2c2cc(NC(=O)COc3ccccc3)ccc21	11%	-7%	-12%
CCOc1ccc(S(=O)(=O)Nc2nc3cc(OC)ccc3s2)cc1	-1%	-6%[0.501 µM]	4%
O=C(COC(=O)CNC(=O)c1ccccc1)Nc1nnc(-c2ccccc2)o1	-1%	5%	-1%
Cc1ccc(S(=O)(=O)NCCC(=O)Nc2cccc(S(=O)(=O)N3CCCC3)c2)cc1C	/	-5%	-1%
O=S(=O)(c1ccccc1)c1nc(-c2cccc(Cl)c2)oc1N1CCOCC1	4%	-8%&-6%	?
CCC/C(=N\NC(=O)C1CCCC1)c1ccccc1	1%	1%	-1%
O=C1COc2ccc(C(=O)COC(=O)COc3ccccc3[N+](=O)[O-])cc2N1	-7%	-10%	5%
CCCCn1c(N)c(N(CCC(C)C)C(=O)c2oc3ccc(OCC)cc3c2C)c(=O)[nH]c1=O	3%	2%	2%
Cn1c(/C=C/c2cccc([N+](=O)[O-])c2)c([N+](=O)[O-])c(=O)n(C)c1=O	-1%	-4%	-2%
C=CCc1ccccc1OCC(=O)N/N=C/c1ccc(OC(C)=O)cc1OC(C)=O	-23%	-5%	-18%
CC(C)=CCC/C(C)=C/CC/C(C)=C/COc1ccc2ccc(=O)oc2c1	/	-3%	?
CC(C)CCOC(=O)/C(=C/c1ccco1)NC(=O)/C=C/c1ccccc1	28%	-2%	-3%
C[C@H](CO)N1C[C@H](C)[C@@H](CN(C)S(=O)(=O)c2cn(C)cn2)Oc2ccc(NC(=O)NC3CCCCC3)cc2C1=O	/	0%	0%
O=C(O)COc1ccc2oc3c(c2c1)CCCC3	-2%	?	18%
Cc1ccc(NC(=O)CCCCCN2C(=O)c3ccccc3C2=O)nc1	0%	-2%	2%
CCOc1ccccc1CNC(=O)CCc1c(C)nn(-c2ccc(N3CCOCC3)nn2)c1C	/	12%	4%
CC1=NC(C)(C)Cc2cc(C)c(C)cc21	4%	15%	5%
Cc1cc([N+](=O)[O-])ccc1NC(=S)NC1CCCC1	-1%	-2%	6%
CCCNC(=O)C(Cc1ccccc1)NC(=O)c1ccc(C(C)(C)C)cc1 (stereo not drawn)	/	?	-10%
